Screening data from PubChem BioAssay.
KLF5 inhibitor = kruppel-like factor 5 inhibition | DLD-1 KLF5 promoter-luciferase reporter, luminescence | inhibition, % at 5 µM | 290,000 tested, 0.23% active | AID 1700;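 active means inhibition above a per-plate limit of that plate's mean compound inhibition plus 3 SD, cut at about 60% in these data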;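 further: 0% = DMSO wells and 100% = LY294002 at 200 µM; higher means less KLF5 promoter-driven luciferase light; inactives centre near -14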
Platelet DG rel = modulates dense granule release in human platelets. 300,000 tested, 0.22% active. human platelet-rich plasma, SFLLRN dense granule ATP release, luminescence. inhibition, %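 (compounds screened at 7.5 µM in platelet-rich plasma)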. AID 1663;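 active means mean replicate score, as percent of positive control, at or above 50; inconclusive means mean below 50 but at least one replicate at or above 50; inactive means mean and every replicate below 50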
IEC-6 cytotox = IEC-6 cytotoxicity, counter-screen for KLF5 inhibitors. luminescence viability. inhibition, % at 5 µM. 290,000 tested, 0.78% active. AID 1825; in the data active means inhibition above about 22%;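 further: 0% = plate median of test compound wells and 100% = cytotoxic reference compound wells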
HIF act = HIF pathway transcriptional activation | U2OS HRE-luciferase reporter, luminescence; normalized: DMSO 0%, desferrioxamine 100% | activation, % at 7.5 µM (by protocol) | 300,000 tested, 0.32% active | AID 1910;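 active means mean activation of at least 10% of the iron chelator positive control signal, with at least half of replicates also reaching 10%; inconclusive means mean and replicate majority disagree about reaching 10%; inactive means mean and most replicates under 10%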
HSF1 inh = HSF1 inhibition; NIH3T3-HGL HSE-luciferase, MG132-induced, luminescence 8 h; active compounds read low; AID 2098; 300,000 tested, 0.77% active; activity change, negative = inhibition, % at 7.5 µM (by protocol);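 active means more than half of replicate wells show activity change below -50%, luminescence cut by over half; inconclusive means some wells, but at most half, below -50%; inactive means no replicate well below -50%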;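 further: luciferase reports HSF-1 transcriptional activity via heat shock element; 0% = median of DMSO wells and -100% = zero luminescence signal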
AI-2 QS modul = modulates the Vibrio harveyi AI-2 quorum sensing system | Vibrio harveyi JMH597 AI-2 luminescence/OD600 ratio, 9 h; active compounds read low; strain lacks LuxN and CqsS sensors; 0 = neutral-control median | activity change, % at 7.5 µM | 300,000 tested, 0.4% active; in the data active means activity change below about -75%, passing the limit was not always enough; inconclusive means no clear call, values can overlap the other calls;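 further: luminescence divided by OD600 gain over 9 h not by final OD600 alone; inactives centre near 13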
HSF1 activator = increases HSF-1 driven luciferase reporter signal; NIH3T3-HGL HSF-1 luciferase reporter, MG132, 8 h; 100% = twice DMSO control signal; 300,000 tested, 1.7% active; activation, % at 9 µM;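 active means mean replicate activation of at least 50% with a set share of replicates each reaching 50%; inconclusive means only one of those two conditions met; inactive means mean below 50% and too few replicates reaching it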;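 further: 0% = median of the neutral control wells and 100% = twice that signal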
HSP90 refold inh = blocks HSP90-mediated luciferase refolding in reticulocyte lysate; Rabbit reticulocyte lysate, luciferase refolding luminescence, 3 h; inhibition, % at 5.6 µM; 290,000 tested, 0.91% active; AID 1789;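 active means inhibition above the screen-wide mean plus 3 SD, computed separately per campaign, cut at about 16% in these data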;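 further: 0% = DMSO wells and 100% = 60 µM geldanamycin wells; inhibitors lower the luminescence because luciferase stays unfolded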
SKKanGAS inh = SKKanGAS growth inhibition; 300,000 tested, 1.3% active; AID 1662; S. pyogenes SKKanGAS, kanamycin growth, BacTiter-Glo, 6 h; inhibition, % at 7.5 µM;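 active means mean replicate score, as percent of positive control median, at least 50; inconclusive means mean below 50 but one replicate at or above 50; inactive means mean and every replicate below 50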;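 further: strain carries kanamycin resistance gene driven by streptokinase promoter and grows in 40 µg/ml kanamycin; loss of luminescence reflects streptokinase promoter inhibition or plain growth inhibition; 0% = median of DMSO wells and 100% = positive control at its reference dose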
aSyn 5UTR inh = MLPCN primary screen, SNCA 5' untranslated region | 300,000 tested, 0.82% active | alpha-synuclein 5'UTR reporter, inhibitor activity | inhibition, % (tested at 7.5 µM); in the data active means inhibition above about 60%; inconclusive means no clear call, values can overlap the other calls;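 further: H4 neuroglioblastoma cells stably carrying SNCA 5'UTR luciferase fusion; 0% = DMSO wells and 100% = positive control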
Numbers without * were called inactive; u = inconclusive; x = no result given.

molecule	KLF5 inhibitor	Platelet DG rel	IEC-6 cytotox	HIF act	HSF1 inh	AI-2 QS modul	HSF1 activator	HSP90 refold inh	SKKanGAS inh	aSyn 5UTR inh
COc1ccc(-c2csc(NC(C)c3nc4cc(C(F)(F)F)ccc4n3CCOCCO)n2)cc1 (stereo unspecified)	x	-0.9	x	-0.2	17.6	17.6	8.7	x	30.7	-0.2
COC(=O)c1c(NC(=O)Cc2ccccc2)sc2c1C(C(=O)OC)CC2 (stereo unspecified)	-12.6	-3.4	-3.1	-0.2	11.2	5.8	28.4	-4.2	3.6	5.0
COc1cc(NC(=O)c2ccc(F)cc2)c(OC)cc1NC(=O)CN1CCOCC1	-13.5	-5.5	1.1	-0.7	-3.1	-3.2	-6.8	-1.1	-8.9	12.2
O=C(CCNS(=O)(=O)c1ccc2[nH]c(=O)oc2c1)Nc1cccc(Br)c1	2.0	-0.3	-3.9	-0.4	-4.4	20.7	-1.3	-2.8	-10.7	-2.2
COc1cc(C(=S)N2CCOCC2)ccc1OS(=O)(=O)c1ccccc1[N+](=O)[O-]	-9.7	3.5	-2.0	0.1	-0.5	25.2	-10.8	-3.5	-13.8	-61.2
CN(C)c1ccc(/C=N/N2CCN(Cc3ccccc3Cl)CC2)cc1	3.1	-9.0	-0.5	-0.6	-3.5	11.5	4.3	0.7	-3.8	-28.3
Cc1[nH]c2ccccc2c1C1=CN2CCS(=O)(=O)N=C2S1	5.5	-2.8	-1.7	-0.2	-9.0	13.6	-1.6	2.6	11.8	-3.1
CC(NC(=S)Nc1ccccc1OC(F)F)C(C)(C)C (stereo unspecified)	-22.8	-10.1	2.4	-0.1	-1.9	9.0	4.3	1.2	-8.4	-1.8
O=C(Nc1cccc2cccnc12)c1ccc(Br)o1	-9.5	-3.0	6.9	0.6	1.5	9.8	-1.6	1.1	-2.4	-97.5
CC1=C(C(=O)Nc2ccc(CC(=O)NCc3ccc(OC(C)C)cc3)cc2)SCCO1	47.4	3.9	82.2*	-0.2	-8.3	-3.9	4.3	-4.9	7.5	55.7
Cc1ccc2nc3c(cc(C#N)c(=O)n3-c3nccs3)c(=O)n2c1	-14.0	3.4	-11.8	0.9	-0.5	13.0	5.3	0.1	-2.8	12.3
CN(C)c1cc(N)c2ccccc2n1 (tested in a mixture with another compound)	-17.2	5.4	5.1	0.6	7.2	10.7	-4.7	1.7	-5.4	7.4
COc1ccc(-c2cc(C(=O)N3CCN(S(=O)(=O)c4ccccc4)CC3)[nH]n2)cc1	-0.1	3.4	2.8	0.5	-10.3	16.3	-1.9	-3.0	-20.1	7.4
CC(=O)c1ccc(C(=O)N2CCCC(N3CCN(c4ccc(F)cc4)CC3)C2)s1 (stereo unspecified)	-14.7	4.7	-1.5	-0.1	1.3	34.8	6.0	-4.8	1.7	21.9
Cn1c(=O)c2c(ncn2Cc2nnc(N)s2)n(C)c1=O	-33.2	-8.5	-1.7	0.0	0.1	23.8	-7.2	1.5	-6.2	27.2
COC(=O)[C@H](C)NC(=O)Nc1cccc(C)c1	-3.9	2.1	-3.4	0.9	-13.0	4.4	-4.7	2.8	-3.3	10.5
COc1ccc([N+](=O)[O-])cc1NC(=O)c1ccc(N2C(=O)CCC2=O)cc1	3.4	14.2	-3.4	0.1	-3.5	35.2	3.6	-0.4	7.1	1.7
Cc1ccc(S(=O)(=O)Nc2ncnc3ccccc23)cc1	2.8	-4.1	3.1	0.8	7.6	38.3	-2.6	1.0	-0.5	1.5
CCCOc1ccccc1C1CC(=O)Nc2cc3c(cc21)OCCO3 (stereo unspecified)	66.4*	-0.5	81.3*	0.0	-20.3	32.5	-27.7	-0.1	2.1	103.3*
COc1ccccc1NC(=O)NCCCN1CCN(c2cccc(Cl)c2)CC1	-7.2	-3.0	-0.3	-0.5	6.6	-31.3	17.6	4.0	2.4	18.9
CC1CCCN(C(=O)CSc2cnc3ccccc3n2)C1 (stereo unspecified)	-73.7	-0.2	5.3	2.4	13.1	11.0	45.7	1.8	0.3	-154.4
O=C(Cc1ccc(Cl)cc1)N/N=C/c1cccs1	-4.5	5.1	5.5	-0.2	-12.5	u	-1.3	0.6	-6.6	-2.7
COc1cc(Cl)ccc1OCc1cc(C(=O)NC(C)Cc2cnccn2)no1 (stereo unspecified)	-141.6	-1.9	-8.8	1.7	37.9	33.5	59.1*	-3.3	4.8	-145.2
CCN(CC)S(=O)(=O)c1ccc(N2CCc3cc(OC)c(OC)cc3C2)nc1	8.7	-8.8	0.3	-0.3	27.1	13.1	32.1	4.7	-0.5	0.5
CCOc1c(O)ccc(/C=C2\SC(=S)NC2=O)c1[N+](=O)[O-]	-36.9	11.1	0.2	-0.1	7.8	14.6	17.6	-1.1	44.3	-2.5
COc1ccc(-c2cc(C(F)(F)F)nc(-n3ccnc3C)n2)cc1	-0.6	-5.4	-4.1	0.0	-3.0	28.1	38.1	-1.7	-6.9	-9.2
CC(C)c1nc2c(c(=O)c3ccccc3n2C)c(=O)n1-c1ccc(F)cc1	-9.9	15.9	-9.8	2.0	-5.2	19.4	-9.6	1.2	12.3	11.0
COc1ccc(CCN2C(=O)CC(N3CCN(c4ccccn4)CC3)C2=O)cc1OC (stereo unspecified)	-16.6	-3.5	0.0	-0.2	-6.6	33.6	-18.6	3.5	1.9	3.9
Fc1ccc(-c2cc(C(F)(F)F)nc(-n3cccn3)n2)cc1	-20.4	-1.5	6.8	0.3	-9.3	9.1	-4.1	-5.8	-0.3	25.2
COc1ccc(CSc2nc(C)[nH]c2[N+](=O)[O-])cc1[N+](=O)[O-]	0.1	-1.3	5.1	-0.2	-4.9	19.3	11.7	3.6	6.9	-0.8
O=C(N/N=C/c1cc(Br)c(O)c(Br)c1)c1cc2c(ccc3ccccc32)o1	-48.3	x	9.8	x	x	8.1	x	3.5	x	x
COc1cccc(/C=N/NC(=O)c2ccc(CN3c4cccc5cccc(c45)S3(=O)=O)cc2)c1	13.0	-20.7	-9.4	-0.6	-5.3	25.7	3.4	-1.3	21.5	35.6
COc1ccc(C)cc1S(=O)(=O)N1CCC2(CC1)OCCN2S(=O)(=O)c1cccs1	x	10.1	x	0.0	6.1	26.9	9.3	x	-8.7	9.5
S=C1N(c2ccccc2)CN(C2CCCCC2)CN1c1ccccc1	-16.9	11.4	0.7	-4.9	3.2	9.7	16.5	3.5	-1.7	-20.4
Cc1ccc(-c2csc(/C(C#N)=C/Nc3ccc4c(c3)OCCO4)n2)cc1	-10.6	0.2	2.2	-0.2	-25.5	-5.7	-34.0	-3.1	-0.3	6.0
N#C/C(=C(/O)CCl)c1nnc2n1CCCCC2	-7.8	-5.4	3.6	0.0	9.3	6.6	48.9	1.4	10.8	x
COCCNC(=O)c1ccc(CS(=O)(=O)c2ccccc2OC)o1	-50.0	3.8	-3.6	-18.2	-2.0	11.0	12.2	-2.1	1.7	-2.1
COCCN(C(=O)c1ccccc1)c1nnc(-c2cccnc2)s1	-4.9	-1.8	5.9	-0.2	-0.9	25.2	5.4	-3.0	1.2	-22.9
CCOC(=O)c1ccc(NC(=S)Nc2ccc(Cl)cn2)cc1	37.2	-3.9	1.4	0.5	x	6.5	x	-5.3	-3.6	10.2
OC1(c2ccc(Cl)cc2)CCN(Cc2cn[nH]c2-c2ccccc2)CC1	-6.0	-0.9	14.0	-0.4	-12.4	1.3	-13.5	1.8	-4.2	69.8*
CCOc1ccc(S(=O)(=O)N(CC)CC(=O)NCc2ccncc2)cc1C	-18.0	5.9	-1.5	0.1	5.2	18.8	2.5	-0.7	-0.2	23.1
Cc1ccc(S(=O)(=O)Cc2ccc(C(=O)N3CCN(Cc4ccccc4)CC3)o2)cc1	-10.8	-3.6	-2.1	x	-1.5	44.0	17.4	-3.1	-7.2	1.8
C=CCN(CC=C)CC(=O)Nc1ccc(S(N)(=O)=O)cc1	7.4	-11.4	0.0	-0.1	-2.4	11.1	-3.0	-1.2	-3.0	-10.8
CC1CCc2sc(NC(=S)NC(=O)c3ccccc3)c(C#N)c2C1 (stereo unspecified)	-0.9	-3.0	20.5	1.2	-6.4	1.4	10.6	2.8	-13.9	-141.2
COC(=O)c1sc2nc3c(cc2c1N)COC(C)(C)C3	-138.9	-2.7	3.5	2.1	19.0	14.1	39.6	1.4	-0.5	-131.0
COc1ccc(/C=C/C(=O)O)cc1S(=O)(=O)N1CCC(C)CC1	6.3	19.5	3.8	0.1	-1.0	1.8	-0.9	1.3	0.0	-6.3
CS(=O)(=O)N(CC(=O)Nc1ccccc1-c1ccccc1)c1ccc(F)cc1	-8.1	2.2	2.9	-0.6	2.5	22.5	-1.6	2.3	9.0	1.1
Cc1cnc(CN(C)C(=O)C2CCC(=O)N(CCc3cccc(F)c3)C2)[nH]1 (stereo unspecified)	1.7	-2.8	2.4	-0.3	-7.3	2.5	-13.6	6.5	-1.2	8.8
O=C(/C=C/c1ccc(Cl)cc1)c1cccnc1	-12.7	x	-1.2	x	x	1.6	x	3.5	13.9	x
O=C(O)c1cccc(NC(=S)N/N=C/c2cccnc2)c1	14.9	-8.9	-3.4	-2.1	-59.6*	-3.7	-62.1	-1.7	-4.3	22.8

The list goes on.
molecule	KLF5 inhibitor	Platelet DG rel	IEC-6 cytotox	HIF act	HSF1 inh	AI-2 QS modul	HSF1 activator	HSP90 refold inh	SKKanGAS inh	aSyn 5UTR inh
Cc1noc(C)c1COc1ccc(C(=O)OCC(=O)Nc2ccc(C(=O)N(C)C)cc2)cc1	x	3.2	x	-0.2	-10.1	4.3	-13.0	x	1.3	7.2
CCC(=O)OCCn1c(Br)nc2c1c(=O)[nH]c(=O)n2C	-2.1	-6.6	-1.8	0.6	-1.0	12.7	-9.4	3.2	-3.0	18.7
O=C(Nc1ccc(Cl)cc1)OC(CN1CCCCC1)C(F)(F)F (stereo unspecified)	12.6	-3.6	-1.6	-0.2	-0.6	13.0	2.1	-0.9	-4.6	-36.8
CCOc1ccc(-c2[nH]nc3c2C(c2ccc(O)cc2)C(C#N)=C(N)O3)cc1 (stereo unspecified)	-18.3	6.0	-1.2	x	-2.7	29.1	12.0	5.0	2.5	9.7
Cc1ccc(C(=O)CCNc2ccccc2)o1	-12.1	-0.3	1.0	0.1	15.3	9.1	17.0	-2.2	-2.7	-42.2
Cc1c(NCc2cccnc2)cccc1C(=O)O	-6.8	-3.3	4.2	0.1	-2.1	9.2	-9.4	1.9	0.1	-5.5
O=C(COc1ccccc1F)c1ccc(O)cc1O	-42.4	-5.0	-2.3	2.0	13.3	17.1	8.0	0.4	-2.2	-44.9
COc1ccccc1N=Nc1c(O)[nH]c2ccc(Br)cc12	-4.4	2.4	-1.8	1.9	-3.1	24.1	-1.3	1.4	-1.1	13.6
